Source: PubChem BioAssay (several laboratories)
sdo1 growth: restores growth of sdo1-depleted yeast. S. cerevisiae sdo1-depleted JHY4D growth rescue, OD600 30 h; active compounds read high; pdr5 snq2 efflux-pump mutant strain. z-score at 10 µM. 0.21% of 140,000 active. AID 817;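 active = z-score above 3 at both the 24 hr and the 30 hr optical density reads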;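 note: z-score against mean and SD of all compound wells on the same plate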
Insulin prom inh: TRM-6 insulin promoter activity inhibition. TRM-6 cells (human fetal islet line), insulin promoter-eGFP reporter, imaging; reporter expression induced with tamoxifen. inhibition, % at 2 µM. 0.9% of 130,000 active;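 active = inhibition above the mean plus 3 SD, with well images judged a real hit on visual review, cut at about 60% in these data, passing the limit was not always enough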
sdo1 growth Rescue 24 h: further read-out of sdo1 growth, marked with its call; z-score; S. cerevisiae sdo1-depleted JHY4D growth rescue, OD600; measured here: growth rescue at 24 h;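 0 is the plate mean of compound wells and units are plate SD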
* hit, by the source's call; . = not tested or not shown.

| entry | sdo1 growth | sdo1 growth Rescue 24 h | mol | Insulin prom inh |
| --- | --- | --- | --- | --- |
| 1 | 0.31 | -0.49 | CC1(c2ccccc2)NC(=O)N(Cc2ccc([N+](=O)[O-])cc2)C1=O (stereo not given) | . |
| 2 | -0.17 | 0.32 | CCC1CCCCN1C(=O)CSc1nnc(-c2ccco2)o1 (stereo not given) | 85.7* |
| 3 | 0.25 | 0.87 | CCc1nnc(NC(=O)c2ccc(S(=O)(=O)N3CCOCC3)cc2)s1 | . |
| 4 | -0.25 | 0.02 | CC(C)(C)NC(=O)c1ccc2c(c1)C(=O)N(C1CCCCC1)C2=O | 30.6 |
| 5 | 1.6 | 0.46 | COc1nccnc1NS(=O)(=O)c1ccc(N=Cc2c(C)[nH]n(-c3ccccc3)c2=O)cc1 | 13.7 |
| 6 | -0.03 | 1.07 | Oc1[nH]c2ccccc2c1N=Nc1ccc(F)cc1 | -30.8 |
| 7 | . | . | Cc1ccnc2nc(C(=O)OCCOc3ccc(Cl)cc3)nn12 | -41.7 |
| 8 | -0.36 | -0.98 | O=c1c(-c2ccc(Cl)cc2)[n+]([O-])c2ccccc2n1OCc1ccccn1 | . |
| 9 | 0.66 | 1.02 | Cc1cc(NC(=O)COC(=O)c2n[nH]c3ccccc23)no1 | 0.0 |
| 10 | . | . | Oc1ccccc1C1CC(c2cccs2)=NC(c2cccc(Br)c2)N1 (stereo not given) | 17.6 |
| 11 | -1.66 | -1.56 | CCc1cc2c(=O)c(-c3ccon3)c(N)oc2cc1OC | . |
| 12 | 0.33 | 0.4 | CC1(C)CC(=O)C2=C(C1)OC(N)=C(C#N)C2c1ccccc1 (stereo not given) | . |
| 13 | -0.47 | -0.25 | CCOc1cc(/C=N/O)ccc1OCc1ccc(F)cc1 | -15.4 |
| 14 | -0.32 | -0.71 | COC(=O)c1ccc(C)c(NS(=O)(=O)c2ccc(C)c([N+](=O)[O-])c2)c1 | -62.5 |
| 15 | -0.88 | -1.25 | Cn1c(SCc2cccc(Cl)c2)nc(C(F)(F)F)cc1=O | 17.4 |
| 16 | -0.96 | -1.09 | Nc1nc(NCc2ccco2)nc(N2CCCCC2)c1[N+](=O)[O-] | -20.0 |
| 17 | -1.08 | -1.14 | Cc1ccc(-c2nc3sc4c(c3c(=O)n2N)CC(C)(C)OC4)cc1 | -53.3 |
| 18 | . | . | COc1cc(-c2nc3cccc(C)n3c2NCC2CCCO2)ccc1O (stereo not given) | -50.0 |
| 19 | 0.36 | -0.08 | CCN1CCN(/C=N/c2nc(C)cs2)CC1 | -42.9 |
| 20 | 0.73 | 0.94 | CC(=O)c1cccc(NC(=O)N[C@@H](CC(C)C)C(=O)O)c1 | . |
| 21 | -1.19 | -0.34 | CCOC(=O)c1sc(=S)n2c1[nH]c(=O)c1ccc(C(=O)OC)cc12 | . |
| 22 | . | . | CCCNC(=O)c1nnsc1Sc1ccc(Cl)cc1 | 18.2 |
| 23 | 0.04 | -0.76 | COC(=O)c1ccc(CSc2nnc(CNC(=O)c3ccc(OC)cc3)o2)o1 | -4.7 |
| 24 | -0.34 | -0.13 | O=C(COC(=O)C1c2ccccc2Oc2ccccc21)Nc1ccc2c(c1)OCO2 | -118.2 |
| 25 | . | . | CN(C)S(=O)(=O)c1ccc(Cl)c(NC(=O)CN2CCNC(=O)C2)c1 | 15.0 |
| 26 | -0.47 | -0.4 | Fc1ccc(Cc2nnc(-c3cccs3)o2)cc1 | . |
| 27 | -0.34 | -0.4 | CC(=O)Nc1cccc(OCc2ccc(S(=O)(=O)Cc3ccccc3)cc2)c1 | -30.8 |
| 28 | -0.45 | -0.45 | O=C(COC(=O)Cc1cn2ccsc2n1)NC12CC3CC(CC(C3)C1)C2 | 33.3 |
| 29 | -0.44 | -0.31 | Nc1ccccc1C(=O)N=Nc1[nH]c(N)c2ccccc12 | 19.4 |
| 30 | 1.1 | 0.92 | N#Cc1c(-c2ccc(Cl)cc2)c(C#N)c(=O)n(N)c1N | -32.3 |
| 31 | . | . | Cn1ncc2c(NCc3cccc(C(F)(F)F)c3)c(C(=O)O)cnc21 | -171.4 |
| 32 | 1.38 | 1.01 | Cc1ccc(S(=O)(=O)Nc2ccc(Br)cc2C(NCC(=O)O)c2ccccc2)cc1 (stereo not given) | -13.8 |
| 33 | -1.53 | -0.54 | O=C(CC1SC(=O)N(Cc2cccc3ccccc23)C1=O)Nc1nccs1 (stereo not given) | -21.4 |
| 34 | . | . | Cc1oncc1C(=O)NC1CCCCC1 | 8.6 |
| 35 | -0.6 | -0.39 | Cc1cc(C)nc(-n2nc(C)cc2NC(=O)CNC(C)c2ccccc2)n1 (stereo not given) | -6.5 |
| 36 | 1.2 | 1.22 | Cc1noc(C)c1C(=O)OCC(=O)Nc1cccc(S(=O)(=O)N(C)C)c1 | 13.5 |
| 37 | -1.08 | -1.39 | COc1ccc(OC)c(C(=O)CN2CCN(S(=O)(=O)c3ccc(Br)cc3)CC2)c1 | 33.3 |
| 38 | -1.03 | -1.04 | c1ccc(-c2nnc3sc(Cc4cccs4)nn23)cc1 | -0.8 |
| 39 | -0.09 | -0.11 | O=[N+]([O-])c1cc(S(=O)(=O)Nc2ccccc2)ccc1-n1nnc2ccccc21 | 7.9 |
| 40 | 0.65 | 0.4 | Cc1c(C(=O)NCc2ccccn2)oc2ccc(S(=O)(=O)N3CCOCC3)cc12 | -28.1 |
| 41 | 0.92 | 1.16 | Fc1ccc(OCCOCCNCC2CCCO2)cc1 (stereo not given) | -32.0 |
| 42 | -0.39 | -0.37 | CCOc1c2ccc(C(=O)NCc3ccc(C)cc3)cc2nn1CCOC | . |
| 43 | -0.47 | -0.72 | Cc1nc(C)c2c(=O)cc(-c3ccccc3)[nH]c2n1 | -47.1 |
| 44 | 0.89 | -0.25 | CN(/N=C/c1ccncc1)C1=NS(=O)(=O)c2ccccc21 | . |
| 45 | -0.35 | -0.95 | COc1ccc(NC2CC(=O)N(C)C2=O)cc1 (stereo not given) | -29.6 |
| 46 | -0.21 | -0.24 | COc1ccc(S(=O)(=O)NC(C)C)cc1C(=O)NC1CCCCC1 | -58.1 |
| 47 | 1.32 | 1.36 | Cc1cc(C)nc(SCC(=O)N/N=C/c2cccs2)n1 | 10.0 |
| 48 | 1.19 | 1.65 | CCOC(=O)c1cc2c(nc1N)CC(C)(C)OC2 | -16.7 |
| 49 | 1.39 | 1.22 | CCCn1c(C2CC(=O)N(c3ccc(C)cc3)C2)nc2ccccc21 (stereo not given) | -16.7 |
| 50 | . | . | CN(C)/C=C/C(=O)c1ccc(Br)cc1 | 54.3 |

More compounds.
| entry | sdo1 growth | sdo1 growth Rescue 24 h | mol | Insulin prom inh |
| --- | --- | --- | --- | --- |
| 51 | 1.26 | 1.28 | CC(=N/O)/C(=N\O)c1ccc(C)o1 | -28.6 |
| 52 | -0.95 | -1.16 | COc1ccc(Nc2nc(N)nc(CSC(=S)N3CCN(c4ccccc4)CC3)n2)cc1 | . |
| 53 | 1.15 | 1.87 | CC(=O)NC1C(=O)N(CC(C)C)c2ccccc21 (stereo not given) | 28.6 |
| 54 | 0.91 | 0.02 | Cc1cc(C(=O)OCCO)c(C#N)c(N)n1 | 9.3 |
| 55 | -0.09 | 0.18 | COc1cccc(NC(=O)c2ccc(S(=O)(=O)N3CCCCC3)cc2)c1 | -10.0 |
| 56 | 0.14 | -0.37 | Cc1ccccc1CN(c1ccc(C(=O)Nc2cccnc2)cc1)S(C)(=O)=O | 34.5 |
| 57 | -0.31 | -0.72 | CN1CCN(S(=O)(=O)c2ccc(N)cc2)CC1 | . |
| 58 | 0.21 | -0.21 | Cn1ncc(Br)c1C(=O)N/N=C/c1cccc(OC2CSC2)c1 | -33.3 |
| 59 | 1.19 | 1.32 | CCS(=O)(=O)c1ccc(S(=O)(=O)CC)s1 | 39.5 |

18 entries from above, in transposed form:
#1 CC1(c2ccccc2)NC(=O)N(Cc2ccc([N+](=O)[O-])cc2)C1=O (stereo not given)
#2 CCC1CCCCN1C(=O)CSc1nnc(-c2ccco2)o1 (stereo not given)
#3 CCc1nnc(NC(=O)c2ccc(S(=O)(=O)N3CCOCC3)cc2)s1
#4 CC(C)(C)NC(=O)c1ccc2c(c1)C(=O)N(C1CCCCC1)C2=O
#5 COc1nccnc1NS(=O)(=O)c1ccc(N=Cc2c(C)[nH]n(-c3ccccc3)c2=O)cc1
#6 Oc1[nH]c2ccccc2c1N=Nc1ccc(F)cc1
#7 Cc1ccnc2nc(C(=O)OCCOc3ccc(Cl)cc3)nn12
#8 O=c1c(-c2ccc(Cl)cc2)[n+]([O-])c2ccccc2n1OCc1ccccn1
compound no. | 1 | 2 | 3 | 4 | 5 | 6 | 7 | 8
sdo1 growth | 0.31 | -0.17 | 0.25 | -0.25 | 1.6 | -0.03 | . | -0.36
sdo1 growth Rescue 24 h | -0.49 | 0.32 | 0.87 | 0.02 | 0.46 | 1.07 | . | -0.98
Insulin prom inh | . | 85.7* | . | 30.6 | 13.7 | -30.8 | -41.7 | .

#9 Cc1cc(NC(=O)COC(=O)c2n[nH]c3ccccc23)no1
#10 Oc1ccccc1C1CC(c2cccs2)=NC(c2cccc(Br)c2)N1 (stereo not given)
#11 CCc1cc2c(=O)c(-c3ccon3)c(N)oc2cc1OC
#12 CC1(C)CC(=O)C2=C(C1)OC(N)=C(C#N)C2c1ccccc1 (stereo not given)
#13 CCOc1cc(/C=N/O)ccc1OCc1ccc(F)cc1
#14 COC(=O)c1ccc(C)c(NS(=O)(=O)c2ccc(C)c([N+](=O)[O-])c2)c1
#15 Cn1c(SCc2cccc(Cl)c2)nc(C(F)(F)F)cc1=O
#16 Nc1nc(NCc2ccco2)nc(N2CCCCC2)c1[N+](=O)[O-]
compound no. | 9 | 10 | 11 | 12 | 13 | 14 | 15 | 16
sdo1 growth | 0.66 | . | -1.66 | 0.33 | -0.47 | -0.32 | -0.88 | -0.96
sdo1 growth Rescue 24 h | 1.02 | . | -1.56 | 0.4 | -0.25 | -0.71 | -1.25 | -1.09
Insulin prom inh | 0.0 | 17.6 | . | . | -15.4 | -62.5 | 17.4 | -20.0

#17 Cc1ccc(-c2nc3sc4c(c3c(=O)n2N)CC(C)(C)OC4)cc1
#18 COc1cc(-c2nc3cccc(C)n3c2NCC2CCCO2)ccc1O (stereo not given)
compound no. | 17 | 18
sdo1 growth | -1.08 | .
sdo1 growth Rescue 24 h | -1.14 | .
Insulin prom inh | -53.3 | -50.0

2 entries from above, in transposed form:
(54) Cc1cc(C(=O)OCCO)c(C#N)c(N)n1
(51) CC(=N/O)/C(=N\O)c1ccc(C)o1

assay / entry,54,51
sdo1 growth,0.91,1.26
sdo1 growth Rescue 24 h,0.02,1.28
Insulin prom inh,9.3,-28.6
